Platelet DG rel = platelet dense granule release activity | human platelet-rich plasma, SFLLRN dense granule ATP release, luminescence | inhibition, %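 (compounds screened at 7.5 µM in platelet-rich plasma)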 | actives 0.22% (n = 300,000) | AID 1663;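 active = mean replicate score, as percent of positive control, at or above 50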
TRPC4 inh = inhibitors of mouse TRPC4 channel; HEK293 TRPC4beta/mu-opioid, DAMGO-evoked Fluo4 calcium flux; stronger effect = lower value; actives 0.39% (n = 300,000); Q9QUQ5; B-score at 10 µM;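 active = B-score over 3 SD under the library average, no early fluorescence shift, positive overall ratio signal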
Target sequence (Q9QUQ5 whole entry, looked up): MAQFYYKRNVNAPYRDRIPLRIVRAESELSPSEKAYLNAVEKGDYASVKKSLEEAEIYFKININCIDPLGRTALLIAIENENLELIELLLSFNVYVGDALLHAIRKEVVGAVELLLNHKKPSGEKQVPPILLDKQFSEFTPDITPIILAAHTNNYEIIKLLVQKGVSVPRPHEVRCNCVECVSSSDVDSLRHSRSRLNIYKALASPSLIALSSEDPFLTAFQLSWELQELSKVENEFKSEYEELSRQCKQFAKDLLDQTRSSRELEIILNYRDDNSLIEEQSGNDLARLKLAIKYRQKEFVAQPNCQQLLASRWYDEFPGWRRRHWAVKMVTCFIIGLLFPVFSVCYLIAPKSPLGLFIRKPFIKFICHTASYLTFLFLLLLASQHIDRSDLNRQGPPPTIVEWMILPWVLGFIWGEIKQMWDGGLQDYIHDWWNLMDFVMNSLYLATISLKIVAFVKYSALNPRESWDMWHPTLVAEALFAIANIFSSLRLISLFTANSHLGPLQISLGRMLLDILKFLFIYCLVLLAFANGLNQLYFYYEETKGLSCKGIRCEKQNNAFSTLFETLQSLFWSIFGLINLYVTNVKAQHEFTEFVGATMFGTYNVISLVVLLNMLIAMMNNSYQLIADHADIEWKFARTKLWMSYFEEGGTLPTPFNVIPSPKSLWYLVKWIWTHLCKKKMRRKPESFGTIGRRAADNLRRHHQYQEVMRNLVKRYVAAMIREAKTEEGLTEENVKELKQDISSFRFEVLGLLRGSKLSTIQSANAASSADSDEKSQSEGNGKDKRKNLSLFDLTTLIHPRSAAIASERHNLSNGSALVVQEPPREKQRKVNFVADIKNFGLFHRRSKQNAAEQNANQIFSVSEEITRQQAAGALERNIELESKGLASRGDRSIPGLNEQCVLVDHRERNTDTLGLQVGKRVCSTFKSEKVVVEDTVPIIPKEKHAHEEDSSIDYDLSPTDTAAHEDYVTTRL
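Signal: kinetic Fluo4 fluorescence imaging of calcium influx. Material: stable TRPC4beta/mu-opioid receptor HEK293 cells. Probe or stimulus: DAMGO in two steps, submaximal then maximal.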
MrgX1 antag = antagonists of human MrgX1 receptor; AID 588676; MRGX1-HEK293 calcium flux, Fluo-4, BAM8-22 antagonism; stronger effect = lower value; actives 1.3% (n = 310,000); Q96LB2; B-score at 10 µM;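 active = calcium-response B-score plate-corrected more than 3 library SD below zero, starting fluorescence within 5 deviations, no agonist response on first addition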;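 also: peak minus trough fluorescence over baseline after final BAM8-22 challenge near maximal dose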
RGS4 block = human RGS4 inhibition; B-score at 10 µM; actives 0.45% (n = 310,000); HEK293 M3R/RGS4 inducible, Fluo-4 calcium flux; stronger effect = higher value; triggered by carbachol at its EC20; P49798;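 active = B-score, a plate-corrected calcium signal, over three deviations above library mean, with baseline fluorescence within five deviations of library mean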;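 also: RGS4 expression induced by doxycycline in cells with stable M3 receptor; B-score is computed from the integrated fluorescence ratio over baseline after carbachol; higher B-score means a larger calcium signal and so more RGS4 inhibition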
MrgX1 allo act = allosterically activates human MrgX1 receptor signaling. MrgX1-HEK293, Fluo-4 calcium flux, FDSS; stronger effect = higher value. AID 588675. B-score at 10 µM. actives 0.63% (n = 310,000). Q96LB2;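 active = plate-corrected calcium response at least 3 library SD above typical, normal starting fluorescence, not activating the receptor alone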;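 also: compound read alongside a low EC10 to EC30 dose of BAM8-22 agonist; peak minus trough fluorescence over baseline measured at the second addition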
TRPC6 activator = activators of mouse TRPC6 channel; Q61143; HEK293-TRPC6 membrane potential dye fluorescence; stronger effect = higher value; B-score at 10 µM; actives 0.13% (n = 310,000); AID 2550;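 active = B-score of the integrated fluorescence ratio above library mean plus 3 SD, and starting fluorescence ratio within library mean plus 5 SD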;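 also: higher score means more depolarization so channel activation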
SKKanGAS inh = SKKanGAS growth inhibition. S. pyogenes SKKanGAS, kanamycin growth, BacTiter-Glo, 6 h. inhibition, % at 7.5 µM. actives 1.3% (n = 300,000). AID 1662;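 active = mean replicate score, as percent of positive control median, at least 50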;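 also: strain carries kanamycin resistance gene driven by streptokinase promoter and grows in 40 µg/ml kanamycin; loss of luminescence reflects streptokinase promoter inhibition or plain growth inhibition; 0% = median of DMSO wells and 100% = positive control at its reference dose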
TRPC6 inhibitor = mouse TRPC6 channel inhibition | actives 1.1% (n = 310,000) | HEK293-TRPC6, membrane potential dye, ACh-evoked depolarization; stronger effect = lower value | B-score at 10 µM;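 active = B-score under library mean minus 3 SD, initial fluorescence not abnormally high, positive integrated signal ratio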;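 also: B-score derived from integrated fluorescence ratio over the kinetic read; more negative B-score means stronger inhibition of depolarization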
RGS4 pot = potentiators or activators of RGS4; HEK293 M3R/inducible RGS4, carbachol calcium flux Fluo4; stronger effect = lower value; B-score at 10 µM; actives 0.92% (n = 310,000);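 active = B-score of the integrated calcium signal more than 4 SD below the library mean, with starting fluorescence not abnormally high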;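 also: negative B-score means reduced calcium response which marks RGS4 activation or potentiation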
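Material: M3R-expressing HEK293 line, RGS4 induced by doxycycline | Schedule: Overnight RGS4 induction, 30 min dye load 37 °C, 20 min compound RT | Measured by: Fluo4 fluorescence kinetic imaging of calcium | Read-out: Integrated calcium ratio converted to B score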
MrgX1 ag = human MrgX1 receptor agonism, primary screen. Q96LB2. MrgX1-HEK293 cells, Fluo-4 calcium fluorescence, agonist mode; stronger effect = higher value. B-score at 10 µM. actives 0.44% (n = 310,000). AID 588627;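 active = calcium response B-score plate-corrected fluorescence ratio at least 3 library SD, with starting fluorescence B-score inside 5 SD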
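Material: MrgX1-expressing HEK293 cells / Dosing: compound as first of three additions / Incubation: overnight seeding, then 1 h dark dye loading / Signal: Fluo-4 NW calcium fluorescence / Evaluation: B-scored fluorescence response ratio / Benchmarks: positive and negative control wells on each plate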
HIF activator = HIF pathway transcriptional activation. U2OS HRE-luciferase reporter, luminescence; normalized: DMSO 0%, desferrioxamine 100%. activation, % at 7.5 µM (by protocol). actives 0.32% (n = 300,000). AID 1910;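 active = mean activation of at least 10% of the iron chelator positive control signal, with at least half of replicates also reaching 10%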
* = called active by the depositor; i = inactive; x = not tested or not shown. An unsorted share of the library, and some 6.1% of all compounds hit somewhere here.

SMILES	Platelet DG rel	TRPC4 inh	MrgX1 antag	RGS4 block	MrgX1 allo act	TRPC6 activator	SKKanGAS inh	TRPC6 inhibitor	RGS4 pot	MrgX1 ag	HIF activator
Cc1ccc(-c2[nH]c3ccccc3c2SCCNC(=O)c2ccc(S(=O)(=O)N3CCOCC3)cc2)cc1	-0.1	i	i	i	i	i	13.0	i	i	i	-0.6
Cc1cc(Br)cc(C)c1NC(=O)c1ccc(C#N)cc1F	0.5	i	i	i	i	i	11.1	i	i	i	-0.2
C=CCNC(=O)NC(=O)c1csc([N+](=O)[O-])c1	-1.1	i	i	i	i	i	-4.3	i	i	i	0.0
COc1ccccc1NC(=O)Nc1nc(CC(=O)N2CCN(c3ccccc3OC)CC2)cs1	-1.9	i	i	i	i	i	58.9*	i	i	i	-0.2
COc1cc(Nc2ccccn2)cc(C(=O)Nc2cccc(C(F)(F)F)c2)c1	2.2	i	i	i	i	i	-3.8	i	i	i	-0.1
Cc1nn(C)cc1CN(C)C(=O)CCc1nnc(CCC2CCCCC2)o1	-2.7	i	i	i	i	i	10.3	i	i	i	x
Cc1cc(C)c(C(=O)COC(=O)Cn2cnnn2)cc1C	-2.2	i	i	i	i	i	-1.6	i	i	i	0.4
CCSC(=O)N(CC)CC(=O)Nc1c(CC)cccc1CC	10.7	i	i	i	i	i	5.2	i	i	i	-0.1
COc1cccc(CNC(=O)c2ccc(C3SCCS3)cc2)c1	-1.4	i	i	i	i	i	5.5	i	i	i	0.8
CCc1ccccc1NC(=O)c1cnccn1	15.1	x	x	i	x	i	0.5	i	i	x	-0.1
Cc1cc(C)n(-c2c(F)c(F)c(CN3CCOCC3)c(F)c2F)n1	1.6	i	i	i	i	i	-1.1	i	i	i	0.4
Cc1ccc(/C=N/NC(=O)CSc2nc3ccccc3c(=O)n2-c2ccccc2)s1	-9.8	i	i	i	i	i	-1.1	i	i	i	0.0
CSc1sc(C(=O)OC(C)C)c2c1C(=O)CC(C)(C)C2	0.0	i	i	i	i	i	-4.4	i	i	i	-0.1
COc1ccc(-n2nc3c(c2NC(=O)CC(C)C)CS(=O)C3)cc1 (centres undefined)	0.7	i	i	i	i	i	-4.6	i	i	i	-0.7
Cc1cccc(N=N/C(=C\O)C(=O)c2ccc(Br)cc2)c1	9.8	i	i	5.27*	i	i	53.4*	i	i	i	1.1
Cc1ccc(-c2nn3c(C)nnc3s2)cc1NC(=O)c1ccco1	3.7	i	i	i	i	i	-5.8	i	i	i	-0.1
CCOC(=O)Nc1c(C)n(C)n(-c2ccccc2)c1=O	-10.2	i	i	i	i	i	-11.6	i	i	i	0.2
O=C(CSc1c2c(nc3ccc(Cl)cc13)CCCC2)NCCCN1CCOCC1	6.5	i	i	i	i	i	12.3	-11.2*	-10.5*	i	1.2
CN1/C(=C\C(=S)NC(=O)c2cccc(Br)c2)C(C)(C)c2ccccc21	5.9	i	i	i	i	i	-7.1	i	i	i	0.2
Cc1ccc(NC(=O)N(CCCN2CCOCC2)Cc2cccs2)cc1C	7.7	i	i	i	i	i	4.4	i	i	i	0.5
COC(=O)C(NC(=O)CN1C(=O)c2ccccc2C1=O)c1ccc(O)c(OC)c1 (centres undefined)	-7.5	i	i	i	i	i	-3.9	i	i	i	0.0
O=C1Nc2ccccc2C1Cc1ccccn1 (centres undefined)	2.0	i	i	i	i	i	2.1	i	i	i	-0.2
COc1ccc(-c2nnc(SCC(=O)Nc3ccc(Cl)cc3)n2C)cc1	-4.1	i	i	i	i	i	-14.5	i	i	i	0.1
O=C(CSc1ccc(-c2ccccc2)nn1)Nc1ccc2c(c1)OCCO2	8.4	i	i	i	i	i	-0.3	i	i	i	3.6
CCS(=O)(=O)N1N=C(c2cccc(NS(C)(=O)=O)c2)CC1c1ccccc1 (centres undefined)	6.6	i	-5.49*	i	i	i	-1.4	i	i	i	-0.2
CCOc1ccc(NC(=O)c2ccccc2NS(=O)(=O)c2ccc(F)cc2)c([N+](=O)[O-])c1	2.6	i	i	i	i	i	-1.5	i	i	i	2.4
CCc1nnc(NC(=O)CSc2nnnn2-c2cccc(C(=O)OC)c2)s1	20.7	i	i	i	i	i	10.0	i	i	i	0.0
CCOc1ccc(S(=O)(=O)Nc2ccccc2C(=O)Nc2ccccc2N2CCOCC2)cc1	0.6	i	i	i	i	i	4.1	i	i	i	-0.1
CCOC(=O)c1sc(Nc2nc(OC)cc(OC)n2)nc1C	-0.9	i	i	i	i	i	0.5	i	i	i	-0.1
CC1CCN(CCOc2ccc(OCc3ccccc3)cc2)CC1	-2.8	i	i	i	i	i	1.8	i	i	i	0.9
Cc1cccc(NC(=O)CN2CCN(CC(=O)Nc3cccc(C)c3)CC2)c1	0.9	i	i	i	i	i	14.9	i	i	i	0.1
O=C(NCCCN1CCOCC1)C(=O)N/N=C/c1ccc2c(c1)OCO2	-2.1	i	i	i	i	i	-11.8	-8.32*	i	i	0.1
CCc1ccc(NC(=O)CSc2nnc(SCC(=O)Nc3ccc(CC)cc3)n2N)cc1	3.8	i	i	i	i	i	4.9	i	i	i	-0.6
COc1cc(NC(=O)C/C(C)=N/NC(=O)c2ccccn2)c(OC)cc1Cl	0.9	i	i	i	i	i	-1.0	i	i	i	4.0
Cc1oc(-c2cc(F)ccc2F)nc1CN1CCN(c2cnccn2)CC1	6.2	i	i	i	i	i	2.3	i	i	i	-0.8
CC(=O)Nc1ccc(C(=O)CSc2nc3ccccc3n2CC(=O)N2CCCC2)cc1	33.0	i	i	i	i	i	2.0	i	i	i	-0.3
CCCCn1c(=N)n(CC(O)COc2cccc(C)c2)c2ccccc21 (centres undefined)	4.2	i	i	i	i	i	5.7	-6.67*	i	i	-0.8
CC(C)CC(=O)Nc1ccc(S(=O)(=O)NCc2ccco2)cc1	-6.9	i	i	i	i	i	-24.0	i	i	i	-1.0
Cc1ccc(S(=O)(=O)N2CCOCC2)cc1C(=O)OCC(=O)Nc1ccc2c(c1)OCO2	2.2	i	i	i	i	i	-4.4	i	i	i	-0.2
O=C(NCc1ccco1)c1sc(=S)n2c1[nH]c(=O)c1ccccc12	1.3	i	i	i	i	i	17.6	i	i	56.8*	0.2
COc1cc(OC)c(C2SCCN2S(=O)(=O)c2ccc(F)cc2)cc1OC (centres undefined)	x	i	i	i	i	i	6.8	i	i	i	-0.2
COc1ccccc1C(=O)NC(=O)COC(=O)c1ccc(Cl)cc1[N+](=O)[O-]	-10.1	i	i	i	i	i	-8.0	i	i	i	0.3
Cn1nnnc1Sc1ccc(C(=O)O)cc1[N+](=O)[O-]	1.2	i	i	i	i	i	-2.1	i	i	i	-1.2
OCC1(Cc2cccc(Cl)c2)CCCN(Cc2sc(N3CCCC3)nc2Cl)C1 (centres undefined)	5.0	i	i	i	i	i	5.9	i	i	i	x
CC(NC(=O)CCc1ccc(S(=O)(=O)NC2CCCCC2)cc1)c1ccccc1 (centres undefined)	3.2	i	i	i	i	i	-3.6	i	i	i	-0.1
COC(=O)C1CC(O)CN1C(=O)NC1CCCCC1 (centres undefined)	-4.1	i	i	i	i	i	-6.7	i	i	i	-0.1
CC(=O)c1ccc(NC(=O)CSc2n[nH]c(-c3cccnc3)n2)cc1	4.4	i	i	i	i	i	-0.1	i	i	i	0.8
O=C(CSCc1c(Cl)cccc1Cl)NN=C1CCCC1	-2.8	i	i	i	i	i	-3.4	i	i	i	0.0
CCn1c(C)cs/c1=N\S(=O)(=O)c1ccccc1	-2.9	i	i	i	i	i	2.0	i	i	i	0.9
O=C(NC1CCCCC1)C1CCCN(S(=O)(=O)c2cccc3cccnc23)C1 (centres undefined)	-1.8	i	i	i	i	i	3.6	i	i	i	-0.8
COc1ccccc1[C@@H]1C(c2ccc(F)cc2)=NN(c2ccccc2)[C@H]1C(=O)N1CCOC1=O	0.9	i	i	i	i	i	15.2	i	i	i	-2.3
c1ccc(COc2cccc(CNCc3cccnc3)c2)cc1	0.6	-6*	i	i	i	i	7.8	i	i	i	-0.2
Cc1cccc(NC(=S)NCC(c2cccnc2)N2CCOCC2)c1C (centres undefined)	18.9	i	i	i	i	i	-2.4	i	i	i	0.0
CCOC(=O)c1c(NC(=O)C2CCCCC2)sc2c1CCN(CC)C2	-0.6	i	i	i	i	i	1.7	i	i	i	-0.3
COC(=O)c1c(NC(=O)COC(=O)c2ccc(Cl)cc2[N+](=O)[O-])sc2c1CCCCC2	0.9	i	i	i	i	i	-13.6	i	i	i	0.7
COc1ccc(CNC(=O)CSc2nc3ccc(C)cc3[nH]2)cc1OC	-8.4	i	i	i	i	i	-9.7	i	i	i	1.3
CC(=O)OC1CC(c2cc(C(C)(C)C)c(O)c(C(C)(C)C)c2)=NO1 (centres undefined)	4.6	i	i	i	i	i	2.8	i	i	i	0.0
COc1ccc(NC(=O)c2ccco2)cc1NC(=O)c1cccnc1	8.2	i	i	i	i	i	-5.1	i	i	i	-0.3
Cc1cc(C)cc(NC(=O)CSc2n[nH]c(-c3cccnc3)n2)c1	6.8	i	i	i	i	i	-0.2	i	i	i	-1.1
COc1ccc(N2CCN(CC(=O)NCc3ccc(Cl)cc3)CC2)cc1	-14.1	i	i	i	i	i	7.7	i	i	i	-15.4
(more compounds)
SMILES	Platelet DG rel	TRPC4 inh	MrgX1 antag	RGS4 block	MrgX1 allo act	TRPC6 activator	SKKanGAS inh	TRPC6 inhibitor	RGS4 pot	MrgX1 ag	HIF activator
COc1cccc(/C=C/C(=O)NCc2cn3cc(Cl)ccc3n2)c1	-0.2	i	i	i	i	i	-8.5	i	i	i	0.7
C/C(=N\NC(=S)Nc1cccc(C)c1)c1cccc(N)c1	-0.1	i	i	i	i	i	10.8	i	i	i	1.6
N/C(=N\OC(=O)/C=C/c1ccccc1)c1ccccn1	33.2	i	i	i	i	i	1.3	i	i	i	0.5
COc1ccccc1NC(=O)c1ccccc1C(=O)Nc1ccccc1OC	1.8	i	i	i	i	i	-2.8	i	i	i	-1.3
CCc1nc(NCc2ccccn2)c2oc3ccccc3c2n1	-3.0	i	i	i	i	i	1.7	i	i	i	0.2
CN1CCCN(Cc2cccc3ccccc23)CC1	-4.4	i	i	i	i	i	1.9	i	i	i	-31.0
Cc1cc(C)n2c(SC/C(O)=C(\C#N)c3nc4ccccc4[nH]3)nnc2n1	-1.1	i	i	i	i	i	-6.3	i	i	i	0.5
CCNC(=S)N(CCc1c(C)[nH]c2ccc(C)cc12)Cc1cccnc1	0.5	i	i	i	i	i	11.8	i	i	i	-0.2

Source: PubChem (several laboratories)
